human PMI inhibition = inhibitors of human PMI, primary screen, biochemical, fluorescence intensity, coupled assay (AID 1209); purified PMI enzyme, coupled fluorescence intensity; higher % means a stronger effect; inhibition, % at 20 µM; hits with a dose series show IC50 in µM; actives 0.42% (n = 190,000);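 further: plate controls were DMSO vehicle for no effect and wells lacking substrate for full effect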
Siah-1 displacement = Siah-1 peptide-binding antagonists, primary screen, biochemical, fluorescence polarization, rhodamine-plectin, uHTS (AID 1817); displacement, % at 20 µM, or IC50 in µM where a hit was titrated; actives 0.02% (n = 290,000); Siah-1 / rhodamine-plectin peptide fluorescence polarization; higher % means a stronger effect;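 active means displacement of at least 50% at 20 µM, with a fluorescence ratio check between 0.3 and a set limit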;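 further: plate controls were Siah plus tracer with DMSO for no effect and tracer alone without Siah for full effect; strong numbers were not always called active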
human PMI inhibitors = MPI inhibition at elevated mannose 6-phosphate – biochemical, fluorescence intensity, high mannose 6-phosphate, primary screen (AID 1220) | recombinant PMI enzyme, coupled fluorescence intensity; higher % means a stronger effect | one-dose inhibition, % at 20 µM; IC50 in µM for titrated hits | actives 0.66% (n = 190,000)
TNAP activation fold = human TNAP enzyme activators, primary screen, biochemical, luminescent, no phosphate acceptor, uHTS (AID 1001); purified TNAP, luminescent activation assay, no phosphate acceptor; higher activation fold means a stronger effect; actives 0.03% (n = 200,000); activation fold at 20 µM; hits with a dose series show EC50 in µM; in the data active means activation fold from about 3, or a potency from the dose series; inactive means the rest, 99 in 100 with activation fold below about 1.6; further: many of its hits are not listed in these tables
RSV antiviral HEp-2 = inhibition of RSV-induced cytopathic effect – HEp-2 cells, primary 10 µM value included (AID 2391). HEp-2 cells, RSV-induced CPE inhibition; higher % means a stronger effect. CPE inhibition, % at 10 µM; hits with a dose series show IC50 in µM. actives 0.13% (n = 310,000); in the data active means a potency from the dose series; inconclusive means CPE inhibition mostly from about 23% at the one dose, without a potency; inactive means the rest, 99 in 100 with CPE inhibition below about 21%; further: strong numbers were not always called active
WT yeast gro inh = growth inhibition of WT yeast, mitochondrial fusion screen; mitochondrial fusion phenotypic screen, WT strain; inhibition, % at 10 µM; actives 2.1% (n = 190,000); in the data active means inhibition above about 58%; tested in S. cerevisiae
Myeloid diff MLP = myeloid differentiation induction | ER-HoxA9 myeloid progenitors, lysozyme-GFP differentiation, flow cytometry | calls only at 10 µM | actives 1% (n = 360,000) | AID 624256;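 active means normalized GFP-positive differentiation at or above the plate's own cutoff, the solvent-only control mean plus 3 SD; inconclusive means no clear call, values can overlap the other calls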;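 further: cells exposed to compound for four days before flow analysis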
XIAP displacement = small molecules displacing peptide from XIAP – biochemical, IAP family, fluorescence polarization (AID 1018); displacement, % at 20 µM, or IC50 in µM where a hit was titrated; XIAP BIR domain, fluorescence polarization peptide displacement; higher % means a stronger effect; actives 0.007% (n = 200,000); in the data active means displacement above about 50%; further: a part of the inactive calls stands beside numbers as strong as those of hits
Salmonella PhoP GFP = PhoP-dependent GFP reporter repression – Salmonella Typhimurium, primary screen (AID 1863); S. Typhimurium PhoP-regulated promoter GFP reporter, 4 h; higher % means a stronger effect; inhibition, % at 50 µM, or IC50 in µM where a hit was titrated; actives 0.16% (n = 300,000);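 active means inhibition over 29.93%, a cutoff 3 SD above the screen mean, later confirmed by dose response; inconclusive means inhibition over 29.93% but no dose response follow-up; inactive means inhibition at most 29.93% or unconfirmed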;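 further: 0% = low Mg2+ inducing control and 100% = high Mg2+ repressing control; strong numbers were not always called active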
WT yeast gro inh mutant strain = further read-out of WT yeast gro inh, marked with its call; inhibition, %; mitochondrial fusion phenotypic screen, mutant strain inhibition
Myeloid diff MLP GFP+ MAC1+ % = further read-out of Myeloid diff MLP, marked with its call; GFP+ MAC1+ double positive, %; measured here: differentiation confirmed by MAC1 staining
An asterisk follows results filed as active; i = inactive; ? = inconclusive; . = not tested or not shown. Unless noted, no stated cut-off is given here; in the data, active means inhibition above about 50%; inactive means the rest. Random draw from the library. Share with any hit: about 3.1%.

Start of the listing, in advance:
SMILES	human PMI inhibition	Siah-1 displacement	human PMI inhibitors	TNAP activation fold	RSV antiviral HEp-2	WT yeast gro inh	WT yeast gro inh mutant strain	Myeloid diff MLP	Myeloid diff MLP GFP+ MAC1+ %	XIAP displacement	Salmonella PhoP GFP
COc1ccc(CN(C)CC(=O)Nc2cc3oc4ccccc4c3cc2OC)c(OC)c1	6.1%	-7.7%	10.1%	1.1	?	40.0	25.3	i	1.2	-9.9%	-1.8%
CC1(C)Cc2c(c(=S)nc(-c3ccccc3)n2CCOCCO)CO1	-8.6%	-4.4%	-6.6%	1	0.0%	0.3	7.5	i	1.5	-3.6%	-8.8%
COCCNC(=O)CCc1nc2cccnc2n1Cc1ccc(OC)cc1	.	10.8%	.	.	0.1%	.	.	i	1.2	.	12.3%
CCOc1ccc(C(=O)Nc2nc(C)c(C(=O)OC)s2)cc1	.	33.7%	.	.	1.3%	.	.	i	0.6	.	-4.2%
Cc1ccc(OCC(=O)Nc2ccc([N+](=O)[O-])cc2)cc1	-4.3%	22.1%	-0.4%	1.1	0.9%	-1.8	-8.2	i	0.9	0.7%	-8.4%
COCCn1c(/C=C/c2ccccc2)nc2ccccc21	4.6%	10.6%	3.3%	1.7	-1.3%	23.2	39.6	i	0.8	-0.5%	-5.7%
COC(=O)c1c(NC(=O)Cc2cccs2)sc2c1CCC(C)C2 (stereo unspecified)	26.4%	-0.4%	17.9%	1	0.6%	24.9	9.3	i	0.9	-4.8%	23.8%

Main list, previewed entries included:
SMILES	human PMI inhibition	Siah-1 displacement	human PMI inhibitors	TNAP activation fold	RSV antiviral HEp-2	WT yeast gro inh	WT yeast gro inh mutant strain	Myeloid diff MLP	Myeloid diff MLP GFP+ MAC1+ %	XIAP displacement	Salmonella PhoP GFP
COc1ccc(CN(C)CC(=O)Nc2cc3oc4ccccc4c3cc2OC)c(OC)c1	6.1%	-7.7%	10.1%	1.1	?	40.0	25.3	i	1.2	-9.9%	-1.8%
CC1(C)Cc2c(c(=S)nc(-c3ccccc3)n2CCOCCO)CO1	-8.6%	-4.4%	-6.6%	1	0.0%	0.3	7.5	i	1.5	-3.6%	-8.8%
COCCNC(=O)CCc1nc2cccnc2n1Cc1ccc(OC)cc1	.	10.8%	.	.	0.1%	.	.	i	1.2	.	12.3%
CCOc1ccc(C(=O)Nc2nc(C)c(C(=O)OC)s2)cc1	.	33.7%	.	.	1.3%	.	.	i	0.6	.	-4.2%
Cc1ccc(OCC(=O)Nc2ccc([N+](=O)[O-])cc2)cc1	-4.3%	22.1%	-0.4%	1.1	0.9%	-1.8	-8.2	i	0.9	0.7%	-8.4%
COCCn1c(/C=C/c2ccccc2)nc2ccccc21	4.6%	10.6%	3.3%	1.7	-1.3%	23.2	39.6	i	0.8	-0.5%	-5.7%
COC(=O)c1c(NC(=O)Cc2cccs2)sc2c1CCC(C)C2 (stereo unspecified)	26.4%	-0.4%	17.9%	1	0.6%	24.9	9.3	i	0.9	-4.8%	23.8%
O=C(CSc1nc2c(c(=O)n1-c1ccc(Cl)cc1)SCC2)Nc1nccs1	9.6%	-2.5%	4.7%	1.1	6.4%	6.0	-0.7	i	1.2	-5.4%	-5.6%
CN1CCN(c2ccccc2NC(=O)c2cc(Br)ccc2Cl)CC1	9.7%	-3.4%	0.7%	1.1	0.3%	6.7	-50.0	i	0.3	-1.9%	21.7%
C=CCOc1ccccc1/C=N/NC(=O)Cc1ccccc1	.	2.0%	.	.	1.0%	.	.	i	0.0	.	2.0%
CN1CCCCCC1=Nc1ccccc1C#N	9.3%	1.1%	5.2%	1.1	0.2%	6.2	-1.9	i	0.5	-18.3%	20.5%
CSc1ccc(S(=O)(=O)N2CC(=O)Nc3ccccc32)cc1	.	-1.2%	.	.	-0.1%	.	.	i	1.2	.	-5.2%
NC(=O)[C@H]1CC2(CC(c3cccc(NC(=O)COc4ccc(Cl)cc4)c3)=NO2)CN1C(=O)c1ccccc1C(=O)c1ccccc1 (stereo partly specified)	.	8.1%	.	.	24.9µM*	.	.	i	2.3	.	-4.4%
CNC(=O)c1nnsc1S(=O)c1ccc(Cl)cc1 (stereo unspecified)	-11.4%	3.4%	-6.5%	1.1	.	58.9	75.1	?	.	-10.5%	4.9%
O=C(Nc1ccc2c(c1)OCO2)c1cccc2c1C(=O)N(Cc1cccnc1)C2	13.9%	2.0%	12.5%	1	1.6%	20.1	1.4	i	1.0	0.4%	0.8%
COc1ccc(-c2csc(N3CCN(C(=O)c4ccco4)CC3)n2)cc1	9.7%	-1.5%	16.0%	1.1	11.1%	13.3	8.2	i	1.0	-5.5%	-10.3%
COC1(NS(=O)(=O)c2ccc(Br)cc2)C(C)=CC(=O)C=C1C	28.2%	-0.7%	55.3%*	1	-0.1%	-5.5	-0.3	i	0.5	-20.7%	-3.5%
COc1ccccc1NC(=O)N1c2ccc(F)cc2CCC1C (stereo unspecified)	19.6%	-0.7%	15.9%	1	2.5%	1.9	4.3	i	0.5	-7.8%	14.3%
NNC(=O)c1ccc([N+](=O)[O-])c(CS(=O)(=O)c2ccc(Cl)cc2)c1	7.5%	6.5%	10.3%	1.1	1.0%	-13.1	13.9	i	1.8	-2.6%	-9.3%
COC(=O)c1ccc(NC(=O)c2ccc3nc(C)sc3c2)cc1	.	-3.6%	.	.	0.9%	.	.	i	0.4	.	11.7%
COc1ccc2nc(C(F)(F)C(F)(F)F)c(C#N)c(N)c2c1	19.5%	3.8%	15.5%	1.1	17.1%	-2.6	7.6	i	1.1	-5.0%	-0.1%
Cc1ccc(C(=O)N/C(=C\c2ccc(Cl)cc2)C(=O)NCC2CCCO2)cc1 (stereo unspecified)	14.5%	3.8%	0.6%	0.9	1.6%	0.3	-18.1	i	0.6	-1.8%	-0.4%
CC1(C)CC(=O)C(c2c[nH]c3ccccc23)C(=O)C1	-35.9%	1.8%	-20.7%	0.9	3.9%	-15.9	-3.6	i	0.2	-10.3%	.
O=C(Cn1nnc(-c2ccc3c(c2)OCO3)n1)NCc1ccccc1	-11.7%	-3.8%	-10.9%	1.1	-0.1%	-10.2	12.0	i	0.4	-7.8%	-0.2%
COc1ccc(-n2c(Cc3cccn3C)nnc2SCC(=O)Nc2ccc(C)cc2C)cc1	4.8%	-1.5%	10.4%	0.9	3.8%	-6.8	-19.9	i	5.2	-0.6%	-4.0%
COc1ccc(Br)cc1/C=C1\Oc2ccccc2NC1=O	.	9.1%	.	.	0.5%	.	.	i	0.8	.	4.6%
Cc1ccc(S(=O)(=O)CC(O)COc2ccc(F)cc2Cl)cc1 (stereo unspecified)	8.5%	36.0%	5.5%	1.1	-1.2%	9.3	-0.8	i	0.6	-3.3%	-2.3%
Cc1cccc(S(=O)(=O)Nc2nc3ccccc3nc2Nc2ccc3c(c2)OCO3)c1	12.1%	42.7%	26.8%	1	16.8%	20.6	-0.3	i	0.4	-5.9%	-7.2%
COC(=O)C1=C(C)N(CCc2ccccc2)C(=O)C1(NS(=O)(=O)c1ccc(NC(C)=O)cc1)C(F)(F)F (stereo unspecified)	5.0%	3.0%	3.8%	1	0.3%	0.9	9.0	i	5.8	-9.8%	-7.7%
CC1CC(C)(C)N(C(=O)NC2CCCCC2)c2ccccc21 (stereo unspecified)	10.6%	4.7%	23.3%	1	0.7%	-6.8	-2.2	i	1.5	-1.6%	5.5%
CC1(C)Cc2ccccc2-c2nc(CN3CCOCC3)[nH]c(=O)c21	-4.2%	1.9%	-3.9%	1	1.9%	-0.8	7.5	i	1.2	-5.7%	-13.5%
COc1ccc(NC(=O)CCN2C(=O)c3ccccc3S2(=O)=O)c(OC)c1	22.6%	0.5%	6.6%	1.1	1.0%	12.1	10.3	i	0.1	-10.5%	3.4%
CC[C@H](C)[C@H](NS(=O)(=O)c1ccc(C)cc1)C(=O)N1CCC(C(=O)N[C@H](C(=O)O)C(C)C)CC1	-3.3%	3.0%	0.3%	1.1	.	-6.4	-0.3	i	6.9	-3.2%	5.8%
Cc1nnc(SCC(=O)Nc2c(Cl)cccc2Cl)[nH]c1=O	5.3%	-0.6%	-4.1%	1.1	1.3%	1.3	7.7	i	2.5	-4.2%	-3.6%
Cc1ccccc1-c1nnc(-c2cccs2)o1	-1.7%	1.6%	-2.2%	1.1	13.4%	10.3	12.3	i	0.5	-2.5%	-6.1%
Cn1cccc1/C=N/NC(=O)CSc1nc2ccccc2n1C	.	12.1%	.	.	1.4%	.	.	i	0.8	.	-1.7%
CCc1nnc(NC(=O)CSc2nnc(-c3ccco3)n2CCOC)s1	-7.7%	-2.3%	7.5%	1	1.1%	-1.3	12.2	i	0.2	-7.6%	4.3%
CC(C)C(NC(=O)c1ccco1)C(=O)NCC(c1ccco1)N(C)C (stereo unspecified)	-3.6%	2.0%	-6.0%	1.1	-0.3%	1.9	4.2	i	2.6	-2.6%	14.8%
Cc1cnc(C)c(N(C)NC(=S)Nc2ccccc2)n1	2.0%	5.8%	3.7%	1	2.8%	-7.2	-2.9	i	0.6	-5.6%	-9.4%
COC(=O)c1c(NC(=O)C(=O)NCCCN2CCOCC2)sc2c1CCCC2	.	2.3%	.	.	-1.3%	.	.	i	0.0	.	1.2%
O=C(Nc1nc(C2C3CC4CC(C3)CC2C4)cs1)c1cc2cc([N+](=O)[O-])ccc2oc1=O (stereo unspecified)	9.2%	1.9%	14.8%	1	5.0%	3.5	8.8	i	1.0	1.3%	8.0%
Cc1[nH]n(-c2ccccc2)c(=O)c1C=NC1CCCCCC1	9.0%	8.7%	6.0%	1.1	1.3%	-4.7	-4.8	i	0.0	-6.7%	-8.4%
Cc1ccc(NC(=O)CSc2nnc(-c3ccc(S(=O)(=O)N4CCCC4)cc3)o2)cc1C	-2.0%	-0.7%	-3.2%	1.2	2.3%	0.9	-1.1	i	0.9	-140.5%	-6.4%
CCC(Sc1nc2ccc(C)cc2[nH]1)C(=O)O (stereo unspecified)	6.7%	-3.8%	-0.6%	1.1	1.5%	2.5	19.4	i	0.6	-6.7%	-27.7%
Cc1cc(C)cc(C(=O)N2CCN=C2SCc2ccc([N+](=O)[O-])cc2)c1	14.9%	-2.3%	6.6%	1.1	1.1%	-0.5	0.5	i	1.1	-5.0%	-13.4%

Screening data from PubChem BioAssay.
